# E coli WT inh: growth inhibitors of wild type E. coli, primary screen, strain BW25113 wild type, absorbance readout. E. coli BW25113 growth inhibition, OD600. inhibition, % at 10 µM. 20,000 compounds, 0.05% hits; in the data active = inhibition above about 40%;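 also: bacteria exposed to compound for 20 hours at 37 °C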
#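 System: bacterial strain in a whole-cell growth screen; medium: LB broth with 50 µg/mL kanamycin; detection: absorbance at 615 nm; schedule: 20 h exposure, 37 °C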
# Numbers without * were called inactive. Some of the compounds tested, so the mix of outcomes need not match the whole.
SMILES	E coli WT inh
O=C(N1CCCCC1)N1CCN(c2ccc(Cl)cc2)CC1	-14
COc1ccc2c(c1)Cc1sc(NC(C)=O)nc1-2	-6
Cc1nc(C)c(C(=O)C2=C(O)C(=O)N(CCN3CCOCC3)C2c2cccnc2)s1 (stereo not given)	-4
COc1ccc(OC)c(-c2oc3ccccc3c(=O)c2O)c1	-12
CCN1CCN(c2ccc(NC(=O)c3ccc4c(c3)OCO4)cc2)CC1	-18
CCCC(=O)Nc1ccc(C(=O)O)cc1NC(=O)CCC	-10
CN(c1ccccc1C(=O)N1CCN(c2cccc(Cl)c2)CC1)S(C)(=O)=O	6
Cc1ccc(-n2cnnn2)c2cccnc12	-3
Cc1cccc(-n2c(=O)cc(N3CCN(c4ccc(F)cc4)CC3)[nH]c2=O)c1	2
COc1cccc(NC(=O)CNC(=O)c2ccc(F)cc2)c1	3
Cc1cc(C)cc(OCC(=O)Nc2nonc2NC(=O)COc2cc(C)cc(C)c2)c1	-15
Cc1ccc(C(=O)NC2CC3CCCC(C2)N3C(=O)NC2CCCCC2)cc1 (stereo not given)	-1
CCCCN(C)C(=O)CS(=O)(=O)Cc1nc(-c2cccc(OC)c2)oc1C	-3
CSc1ccccc1NC(=O)c1c(Br)cnn1C	7
Cn1cc(CC(=O)Nc2cccc(C#N)c2)c2ccccc21	-4
C=CCn1c(SCC(=O)C(C)(C)C)nnc1-c1ccccn1	0
CCc1ccc2oc(-c3cc(N)ccc3Cl)nc2c1	10
O=C1CC(N2CCCCCC2)C(=O)N1c1ccc2c(c1)OCO2 (stereo not given)	3
CC1CCN(CCn2c(=S)[nH]c3ncccc3c2=O)CC1	-1
CCN(CC)c1ccc(NC(=O)c2nc3nc(C)cc(C(F)F)n3n2)cc1	10
CCCc1cc(=O)[nH]c(SC(CC)C(=O)Nc2ccccc2C#N)n1 (stereo not given)	-17
Cc1cc(C(=O)COC(=O)CCc2nc3ccccc3s2)c(C)n1C	4
c1ccc(-c2nn3c(C4COc5ccccc5O4)nnc3s2)cc1 (stereo not given)	-23
CCCCOc1ccc(C(=O)Nn2cnnc2)cc1	-2
COc1ccc(OC)c(C2C3=C(CCCC3=O)Nc3c2c(=O)n(C)c(=O)n3C)c1 (stereo not given)	6
Cc1cc(C)nc(N2CCC(C(=O)NCc3cccc(C(F)(F)F)c3)CC2)n1	1
CCC(=O)Nc1ccc(Cl)c(NC(=O)C(C)C)c1	-2
Cc1nnc(SCc2ccc(C(=O)c3ccc(Cl)cc3)o2)n1-c1ccccc1	6
Cc1ccc(-n2ncc(C#N)c2/N=C/N(C)C)cc1	-11
C=CCN(CC=C)S(=O)(=O)c1ccc2nc(NC(=O)C(C)C)sc2c1	-14
O=C(CCCN1C(=O)c2ccccc2C1=O)NCCCN1CCOCC1	-5
CCOC(=O)Cc1csc(NC(=O)CSc2nnc(C3CC3)n2C)n1	0
Cn1c(=O)[nH]c(=O)c2c1nc(NC1CCCCC1)n2CC(=O)NC1CCCCC1	0
N#Cc1ccccc1NC(=O)c1ccc(-c2ccccc2Cl)o1	-15
Brc1ccccc1-c1nnc2sc(-c3ccc4c(c3)OCCO4)nn12	-12
CCOC(=O)C(C(=O)OCC)C(C)C#CCN1CCCCC1 (stereo not given)	7
CCN1C(=O)CC(C(=O)Nc2ccc(F)cc2)SC1=Nc1ccc2c(c1)OCO2 (stereo not given)	2
CCNc1nc(SCCOc2ccccc2)nc(N(C)C)n1	-15
CCC(C)NC(=O)C1(C)CCC(=O)N1Cc1ccccc1OC (stereo not given)	9
O=c1[nH]c2cc3c(cc2cc1C(c1nnnn1C1CCCCC1)N1CCSCC1)OCCO3 (stereo not given)	9
O=C(c1ccco1)N1CCN(c2nc(C(F)(F)F)nc3c2nnn3Cc2ccccc2)CC1	-3
O=C(Nc1ccc(F)c(F)c1)c1cccnc1	-20
O=C(Nc1ccc2oc(Cc3ccc(Cl)cc3)nc2c1)c1cccnc1	-2
COc1cc(C(=O)N(C)c2nnc(-c3cccnc3)s2)cc(OC)c1OC	-4
COc1cc2c(cc1NC(=O)CSc1nnc(Cc3cccs3)n1C)oc1ccccc12	-6
Cc1ccc2c(c1)-c1c(cnn1CC(=O)Nc1ccccc1N1CCN(C)CC1)CO2	20
CCOc1ccc(OCC)c(NC(=O)CCCN2C(=O)c3cccnc3C2=O)c1	-2
COc1cccc(N2CCN(CC(=O)NCc3cccs3)CC2)c1	1
CCOc1cc(S(=O)(=O)n2cc(-c3ccc(F)cc3)c(N)n2)cc(OCC)c1OCC	9
COC(=O)COc1ccc(S(=O)(=O)Nc2cc(OC)ccc2OC)cc1	-20
N#Cc1cc(-c2ccccc2)nn1-c1ccccc1	-10
O=C(CN1C(=O)c2ccccc2S1(=O)=O)N1CCN(c2ccccc2)CC1	-13
CCOc1ccc(-c2nnc(SCC(=O)N3CCN(c4ccccc4)CC3)o2)cc1	3
CCCC(=O)Nc1ccc(OCC(O)CNC(C)C)c(C(C)=O)c1 (stereo not given)	5
N#Cc1cn(CC(=O)NCc2cccnc2)c2ccccc12	3
Cn1nc(C(C)(C)C)cc1C(=O)NCc1ccc(N2CCCC2=O)cc1	-5
CC1CC(=O)C2=C(C1)OC(N)=C(C#N)C2c1coc2ccccc2c1=O (stereo not given)	-2
CC(=O)NC1CC(C)(C)N(OC(C)=O)C(C)(C)C1	-19
CCOC(=O)N1CCN(C(=O)c2n[nH]c(=O)c3ccccc23)CC1	5
CCc1ccccc1N1CC23C=CC(O2)C(C(=O)O)C3C1=O (stereo not given)	1

# (list continues)
SMILES	E coli WT inh
CCN1CCN(c2nc3sc4c(c3c3ncnn23)CC(C)CC4)CC1 (stereo not given)	-10
COc1ccc(OCCN(C)Cc2ccccc2)cc1	-2
O=C(O)C1CCCCC1C(=O)NCCc1ccccc1 (stereo not given)	0
Cc1onc(-c2ccccc2)c1C(=O)Nc1ccnn1C1CCCCC1	4
CN=Cc1cc(-c2ccccc2)sc1O	0
CC1=CC=CC2=NC(=O)CC(C)(C(=O)N(CC(=O)NC(C)C)C3CCCC3)N12 (stereo not given)	-4
CCCn1c(SCC(=O)Nc2nnc(-c3ccccc3)s2)nnc1-c1ccccn1	6
CCc1ccccc1NC(=O)c1cnccn1	-16
CCOC(=O)c1c(C)n(C)c2ccc(OCC(O)Cn3nc(C)c(Br)c3C)cc12 (stereo not given)	-15
CCc1ccc(NC(=O)CC2NCCNC2=O)cc1 (stereo not given)	-18
CC(C)N(C(=O)N1CCC(c2nc(-c3ccncc3)no2)CC1)C(C)C	-3
Cc1ccc(S(=O)(=O)Nc2ccc(C(=O)Nc3cc(C)on3)cc2)cc1	-25
Cc1cc(C)nc(Sc2ccc3nnc(C(F)(F)C(F)(F)C(F)(F)F)n3n2)n1	-2
O=C(Nc1ccc2c(c1)CCC2)c1cnn2c1NC(c1ccco1)CC2C(F)(F)F (stereo not given)	-3
CCSc1nc2c(c(=O)n(C)c(=O)n2C)n1Cc1ccc(Cl)cc1	-2
CCOC(=O)C1=C(Cn2cnc3ccccc32)NC(=O)NC1c1cc(C)ccc1C (stereo not given)	-5
COC(=O)c1ccccc1NC(=O)c1cc2n(n1)C(C(F)F)CC(C(F)F)N2 (stereo not given)	-12
Cc1ccc(S(=O)(=O)N2CCC(C(=O)O)CC2)cc1C(=O)O	0
CCOC(=O)C(C)Sc1nc2ccccc2c(=O)n1CC (stereo not given)	8
CCn1c(=N)n(CC(O)COc2cccc(C)c2)c2ccccc21 (stereo not given)	-1
COc1ccc(NC(=O)c2ccc(C(=O)c3ccccc3)o2)cc1	8
COc1ccc(Cn2c(=O)[nH]c3cc(C(=O)NCCCN4CCCC4)ccc3c2=O)cc1	2
Cc1ccc(C(c2sc3nc(C)nn3c2O)N2CC(C)OC(C)C2)cc1 (stereo not given)	11
O=C(CCNc1ccc(F)cc1)c1ccco1	-15
O=C(c1cc(-c2ccccn2)nc2c(Cl)cccc12)N1CCN(C(=O)C2CCCO2)CC1 (stereo not given)	-17
Nc1nnc(Cc2ccc(Cl)cc2)s1	-2
O=S1(=O)CCC(NS(=O)(=O)c2cccc3cccnc23)C1 (stereo not given)	-16
COc1cccc(-n2c(C)c(C(C)=O)c(C(C)=O)c2C)c1	6
CCOC(=O)NCC(C)(C)CNC(=O)OCC	-14
COc1ccc(-c2nc(C)c(C(C)=O)n2O)cc1OC	9

# The results go on:
SMILES	E coli WT inh
CCn1ncc(Br)c1C(=O)Nc1sc2c(c1C(N)=O)CCC2	-23
Cc1nn(CC(=O)Nc2ccc3c(c2)nc(CN2CCCCC2)n3C)c(=O)c2ccccc12	2
CCn1c(CCn2ccnc2C)n[nH]c1=S	-19
C=C(C)CSc1nc2nc(C)cc(C)n2n1	-18
CC(=O)c1cccc(OCCN2C(=O)NC(C)(C)C2=O)c1	-18
O=C(CN1CCN(Cc2ccc3c(c2)OCO3)CC1)Nc1ccc2c(c1)OCCO2	15
c1csc(-c2nc3ccccc3[nH]2)c1	-15
CSc1nnc(-c2cnccn2)n1C	9
Clc1ccc(-c2ccc(-c3nn4c(-c5ccco5)nnc4s3)o2)cc1	-21
CCn1c(CCNC(=O)c2ccc(Cl)cc2)nnc1SCC(=O)NC1CCCC1	-9
CCOC(=O)CN(C(=O)CSc1nnc(-c2ccncc2)n1CCCN(C)C)c1ccccc1	-2
CS(=O)(=O)C1=C(O)C(=O)N(c2ccccc2)C1c1ccccc1 (stereo not given)	10
CC(=O)NC(C)c1nc2ccccc2n1C(C)C (stereo not given)	5
CCn1cc(Br)c(C(=O)Nc2cccc(SC)c2)n1	-22
Cc1cccc(C(=O)Nc2ccc(CC(=O)O)cc2)c1	-1
COc1ccc(OC)c(NS(=O)(=O)c2ccc(SC)cc2)c1	2
CCCCc1ccc(Nc2nc(CCC)cc(=O)[nH]2)cc1	-9
CCc1c(C)c2ccc(OCC(N)=O)cc2oc1=O	-3
COc1ccc(-c2nc(CSCC(=O)N3CCN(c4cccc(C)c4)C(C)C3)c(C)o2)cc1OC (stereo not given)	6
CCOc1ccc(CN2CCN(c3cc(C)nc4c5c(C)cc(C)nc5nn34)CC2)cc1	-1
COc1ccc(-c2nc(N3CCCC3)[nH]c(=O)c2C#N)cc1	-3
O=C(CN1CCN(C2CCCCC2)CC1)Nc1ccccc1-c1ccccc1	16
C=CCn1cc(C(=O)NCCOC)c(=O)c2cc(S(=O)(=O)N(CC)CC)ccc21	-2
c1csc(-c2cnc3ccccc3n2)c1	6
CC1(C)NC(=O)N(CCOCCOc2cccc(Oc3ccccc3)c2)C1=O	-20
CCN1C(=O)CC(N2CCC(C(=O)OC)CC2)C1=O (stereo not given)	-19
CC(=NCc1ccco1)C1=C(O)c2ccccc2C1=O	-17
CCN(CC)S(=O)(=O)c1ccc2oc(C(=O)N3CCOCC3)c(C)c2c1	10
COc1ccc(S(=O)(=O)N2CCC(C(=O)NCc3ccco3)CC2)cc1	-5
CS(=O)(=O)Nc1ccccc1C(=O)N1CCOCC1	-23
Cn1ccnc1SCC(=O)Nc1cccc2ccccc12	1
Cc1[nH]nc2c1C(=O)CCC2	-2
Nc1nc(-c2ccccc2Br)cs1	11
CCOC(=O)C1CCCN(C(=O)c2ccc(CS(=O)(=O)Cc3ccccc3C)o2)C1 (stereo not given)	6
CCOC(=O)NC1(C(F)(F)F)C(=O)NC(C)=C1C(=O)OC (stereo not given)	-9
CCOC(=O)C1CCN(C(=O)CN(Cc2ccc(Cl)cc2)S(C)(=O)=O)CC1	-19
CC(C)COC(=O)Nc1ccccc1C(=O)N1CCOCC1	-20
CCCCn1nnc(NC(=O)COc2cc(C)ccc2C(C)C)n1	-19
CCOc1cc(S(=O)(=O)Nc2ccccn2)ccc1F	-2
O=c1nc(NC2CCCC2)ccn1Cc1cccc(Br)c1	-9
COc1cc(S(=O)(=O)N2CCCCC2)ccc1NC(=O)c1ccc(F)cc1	-17
O=C(Nc1cc(C(=O)N2CCOCC2)ccc1N1CCCC1)c1cccs1	-11
Cn1c(SCc2ccccc2)nnc1C1CCCNC1 (stereo not given)	3
COC(=O)c1cc(OC)c(OC)cc1NC(=O)c1cccnc1	-9
CC1CCc2ccccc2N1C(=O)c1cccs1 (stereo not given)	-21
COc1cccc(Nc2c(F)c(F)c(F)c(F)c2C(=O)O)c1	7
CCOc1ccc(S(=O)(=O)N(C)C)cc1-c1nc2c(C(C)(C)C)nn(C)c2c(=O)[nH]1	-4
CCOn1c(=O)c(-c2cc3ccccc3o2)[n+]([O-])c2ccccc21	1
